High-throughput results as filed in PubChem BioAssay.
KOR beta-arrestin-1: KOR agonists, beta-arrestin recruitment, primary screen, cell-based, luminescence, uHTS (AID 1777); KOR beta-arrestin recruitment, luminescence; higher % means a stronger effect; activation, % at 10 µM; hits with a dose series show EC50 in µM; actives 0.02% (n = 280,000); in the data active = activation above about 50%, passing the limit was not always enough; note: a part of the inactive calls stands beside numbers as strong as those of hits
West Nile antiviral: West Nile virus antiviral activity, cell-based, CPE readout (AID 1621); actives 0.02% (n = 290,000); CPE inhibition, % at 10 µM, or IC50 in µM where a hit was titrated; West Nile virus-infected cells, CPE inhibition; higher % means a stronger effect; in the data active = a potency from the dose series; note: strong numbers were not always called active
HIV fusion peptide: inhibitors of HIV fusion peptide binding, primary screen, biochemical, uHTS, fluorescence dequenching (AID 1986). cell-free peptide binding, fluorescence dequenching, 30 min; higher % means a stronger effect. one-dose inhibition, % at 20 µM; IC50 in µM for titrated hits. actives 0.3% (n = 290,000); in the data active = inhibition mostly above about 52%, no sharp cut-off; inactive = mostly below about 76%; note: some results filed as inactive read as strong as hits
NS5 inhibitors: Dengue-2 NS5 methyltransferase inhibitors, primary screen, biochemical, confirmation dose response (AID 588689) | Dengue-2 NS5 methyltransferase capping enzyme assay, biochemical; higher % means a stronger effect | inhibition, % at 25 µM; hits with a dose series show IC50 in µM | actives 0.3% (n = 340,000); in the data active = a potency from the dose series
KOR beta-arrestin-2: kappa opioid receptor blockers – cell-based, luminescence, uHTS (AID 1778). KOR beta-arrestin recruitment, luminescence, antagonist mode; higher % means a stronger effect. one-dose inhibition, % at 10 µM; IC50 in µM for titrated hits. actives 0.091% (n = 290,000); in the data active = inhibition above about 50%; note: strong numbers were not always called active
GPR55 activation: selective activators of receptor GPR55 – imaging, U2OS cells, beta-arrestin-GFP redistribution, primary screen (AID 1961) | actives 0.048% (n = 290,000) | activation, % at 10 µM, or EC50 in µM where a hit was titrated | U2OS GPR55 beta-arrestin-GFP redistribution imaging; higher % means a stronger effect;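 active = activation above 40% with more than 50 cells counted in the well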;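 note: U2OS osteosarcoma cells stably expressing GPR55 and beta-arrestin-GFP; plate controls were DMSO negative control for no effect and LPI positive control for full effect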
GPR35 antagonists: GPR35 antagonists blocking zaprinast-driven arrestin recruitment, primary screen, imaging, U2OS, beta-arrestin-GFP, zaprinast agonist (AID 2058) | U2OS GPR35 beta-arrestin-GFP translocation imaging, zaprinast antagonism; higher % means a stronger effect | inhibition, % at 10 µM, or IC50 in µM where a hit was titrated | actives 0.052% (n = 290,000);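 active = inhibition of at least 50% with at least 30 cells and total cytoplasm GFP at most 10,000,000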
GPR55 LPI antagonism: GPR55 antagonists blocking LPI-driven arrestin recruitment, primary screen, imaging, U2OS, beta-arrestin-GFP, LPI agonist (AID 2013). U2OS GPR55 beta-arrestin-GFP translocation imaging, LPI antagonism; higher % means a stronger effect. inhibition, % at 10 µM, or IC50 in µM where a hit was titrated. actives 0.13% (n = 290,000);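 active = spots per cell inhibited over 60%, with over 100 cells counted and total cytoplasm intensity under 500,000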;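 note: U2OS cells stably carrying GPR55 and arrestin-GFP stimulated by 5 µM LPI near EC80; imaged beta-arrestin-GFP aggregate spots per cell after agonist stimulation; plate controls were LPI-stimulated DMSO wells for no effect and DMSO wells without LPI for full effect; some results filed as inactive read as strong as hits; confirmed hits need IC50 under 10 µM and bright autofluorescent wells are also inconclusive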
NOD1 inhibition: NOD1 signaling inhibitors, primary screen, cell-based, luminescence, uHTS (AID 1578); NOD1-driven NF-kB luciferase reporter cells, luminescence; higher % means a stronger effect; inhibition, % at 4 µM; hits with a dose series show EC50 in µM; actives 1% (n = 290,000); in the data active = inhibition mostly above about 36%, no sharp cut-off; inactive = mostly below about 34%;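 note: HEK-293T reporter cells stimulated with the NOD1 agonist gamma-tri-DAP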
NS5 inhibitors pilot replicate: second read-out of NS5 inhibitors, no call of its own (marks repeat the call); inhibition, %; measured here: pilot screen replicate inhibition
* = called active by the depositor; nt = no result given; [ ] = dose if it differs, or a comment.

SMILES	KOR beta-arrestin-1	West Nile antiviral	HIV fusion peptide	NS5 inhibitors	KOR beta-arrestin-2	GPR55 activation	GPR35 antagonists	GPR55 LPI antagonism	NOD1 inhibition	others
COc1ccccc1NS(=O)(=O)c1cc(NC(=O)c2cc(=O)[nH]c3ccccc23)ccc1N1CCOCC1	-1.4%	2.1%	-1.7%	-2%	14%	-0.1%	-11%	5%	0%
CCCCc1nnc(SCC(=O)NC2CCCCC2)n1C	2.5%	-0.1%	-0.8%	-1%	1%	-0.1%	11%	11%	-11%
CN1CCCC(CN2c3ccccc3Sc3ccccc32)C1 (stereo unspecified)	-4.6%	0.2%	-0.8%	-4%	-63%[20 µM]	0.7%	-4%	-13%	16%
COCCn1c(SCC(=O)NC(=O)NC(C)(C)C)nc2ccccc21	1.0%	-0.6%	-0.6%	-2%	0%	0.0%	0%	-15%	8%
COc1cc(O)c(C(CC(=O)N2CCCCC2)c2ccc(N(C)C)cc2)c(OC)c1 (stereo unspecified)	3.8%	-0.5%	2.6%	-5%	-9%	-0.1%	5%	-11%	6%
COc1ccc(C2CC(=O)c3cnc(NC(=O)c4ccccc4OC)nc3C2)c(OC)c1 (stereo unspecified)	-0.5%	0.1%	-0.1%	-1%	27%	-0.1%	-2%	11%	-13%
CCOc1ccc(NC(=O)C2CCN(S(=O)(=O)c3c(C)n[nH]c3C)CC2)cc1	1.5%	0.1%	1.3%	3%	-2%	0.3%	2%	5%	-15%
CCN(C(=S)NCc1ccccc1)c1ccccc1	-0.8%	-0.7%	-2.4%	-7%	-4%	0.1%	-5%	-17%	-37%
O=C(NC1(C(F)(F)F)NC(=O)N(Cc2ccco2)C1=O)c1cccnc1 (stereo unspecified)	-4.6%	0.3%	-1.1%	-5%	7%	-0.2%	-5%	15%	-31%
Cc1ccnc(NS(=O)(=O)c2ccc3ccccc3c2)n1	1.3%	-0.4%	1.0%	3%	-34%[20 µM]	-0.2%	6%	-21%	-44%
CC1Cc2cc(S(=O)(=O)N3CCC(C(=O)N4CCCCC4)CC3)ccc2N1C(=O)C1CC1 (stereo unspecified)	-1.3%	0.1%	1.4%	-2%	-39%	-0.2%	15%	10%	-16%
CCN(CCCNC(=O)Cn1cc2c(n1)CCCC2)c1cccc(C)c1	-0.6%	-0.8%	-2.1%	6%	-32%	0.4%	-7%	-7%	-10%
CCN1CCN(Cc2cccc(Oc3ccc(Cl)cc3)c2)CC1	0.8%	-1.3%	3.0%	1%	-2%	0.1%	4%	-3%	-31%
O=C(O)c1ccc(Oc2c(C(F)(F)F)oc3cc(O)ccc3c2=O)cc1	1.0%	0.1%	7.5%	-16%	-10%	-0.2%	-9%	-3%	-32%
CCCNc1nc(C)cc(-c2cc(C(=O)NCc3ccccc3)on2)n1	-1.6%	0.1%	-1.2%	-2%	-6%	0.4%	-14%	-4%	-8%
COc1ccc(NC(=O)C2C(=O)N(CCO)C3(C)CC2c2ccccc2O3)cc1 (stereo unspecified)	1.4%	-0.2%	-2.6%	-3%	9%	-0.1%	23%	-2%	-17%
CCN1C(=O)/C(=C2\C=Cc3cc(C)ccc3N2CC)OC1=S	-1.1%	-0.2%	-0.5%	6%	11%	0.4%	1%	4%	-9%
CCOc1ccc2nc(NC(=O)C3=NNC(=O)CC3)sc2c1	-0.2%	0.1%	0.1%	-4%	0%	-0.2%	-2%	-9%	-30%
Cc1nn(CC(=O)NNC(=S)Nc2ccccc2)c(C)c1[N+](=O)[O-]	-1.9%	0.6%	-2.3%	-10%	-31%	0.4%	2%	10%	-29%
Cc1ccccc1Nc1ncnc(N)n1	-3.2%	1.0%	0.2%	-4%	3%	1.0%	3%	0%	-37%
CS(=O)(=O)c1ccccc1C(=O)Nc1cccc2ncccc12	0.8%	-0.4%	7.8%	13%	-20%	-0.2%	12%	3%	-10%
C/C(=N\NC(=S)NC1CCCCC1)c1ccc(C)o1	-4.4%	-0.7%	-0.7%	-5%	25%	-0.2%	-18%	2%	-36%
CC(C)N1CCN(Cc2cccn2-c2ccccn2)CC1CCO (stereo unspecified)	-0.7%	-0.5%	-0.8%	-4%	-26%	0.1%	6%	3%	-26%
CC12CCC(C(=O)NCc3ccc(F)cc3)(OC1=O)C2(C)C (stereo unspecified)	-8.5%	-0.1%	0.5%	-11%	-32%[20 µM]	0.3%	12%	15%	-12%
CN(NC1OC(=O)c2ccccc21)c1ccc(C(F)(F)F)cc1[N+](=O)[O-] (stereo unspecified)	1.0%	0.8%	4.9%	nt	-1%	0.1%	11%	10%	-10%
O=C(c1cccc(N2C(=O)c3ccccc3C2=O)c1)N1CCCCCC1	2.5%	0.0%	-0.5%	-6%	-14%	-0.2%	11%	0%	-35%
CCN(CC)CCCNC(=S)N(Cc1cccnc1)Cc1cc2cc(C)ccc2[nH]c1=O	6.2%	0.2%	-0.4%	4%	16%	-0.1%	-9%	6%	11%
N#Cc1nc(-c2ccco2)oc1N1CCC(Cc2ccccc2)CC1	6.4%	-0.6%	-1.7%	5%	4%	-0.1%	1%	6%	25%
CCC(=O)Nc1ccc(S(=O)(=O)Nc2cc(C)on2)cc1	-2.2%	1.0%	-0.8%	-2%	20%	-0.4%	-1%	-6%	-25%
COc1ccc(-c2nc(CS(=O)(=O)CC(=O)Nc3cccc(C(C)=O)c3)c(C)o2)cc1	2.3%	-0.3%	1.1%	4%	-33%	0.0%	14%	7%	-17%
Cc1ccc(S(=O)(=O)N2CCN(CCC#N)CC2)cc1	-1.0%	0.0%	-2.4%	-4%	14%	-0.5%	-8%	12%	nt
O=C(CC(c1ccccc1)c1ccccc1)Nc1ccc(O)cc1	2.1%	-1.1%	-1.4%	-1%	-4%	0.3%	-6%	7%	14%	NS5 inhibitors pilot replicate=-4.9
COc1ccc(CCC(=O)Nc2c(C)n(C)n(-c3ccccc3)c2=O)cc1	0.7%	1.0%	34%	2%	-25%	-0.6%	3%	5%	-16%
S=c1nc(-c2ccccc2)n(Cc2ccco2)c2c1CCCC2	-1.4%	-0.1%	-1.6%	nt	12%	-0.1%	2%	9%	-5%
CCCN1C(=S)SC(C)(C)C1/[N+]([O-])=C/c1ccc(S(=O)(=O)NC)cc1 (stereo unspecified)	5.0%	0.3%	-1.2%	-3%	nt	-0.1%	14%	3%	-2%
COc1ccc(CC(=O)Nc2cccc(-c3csc(C)n3)c2)cc1	-3.8%	1.0%	-0.4%	3%	-13%	0.6%	-9%	3%	-36%
CCN1CCN(C(=S)Nc2ccccc2Cl)CC1	-5.1%	-0.1%	-1.1%	9%	2%	-0.2%	2%	5%	-1%
O=C(CSC(=S)N1CCOCC1)Nc1nc(=O)c2ccccc2s1	7.9%	-0.4%	0.5%	nt	-57%	0.1%	9%	6%	-7%
O=C(CN1C(=O)c2ccccc2C1=O)Nc1ccc(S(=O)(=O)NCC2CCCO2)cc1 (stereo unspecified)	1.7%	0.3%	-0.9%	-2%	2%	-0.1%	-3%	5%	-24%
COC(=O)CCc1c(C)nn(-c2ccccc2)c1C	nt	-0.2%	-0.5%	-6%	13%	-0.2%	12%	5%	-13%

Structures above containing a CF3 group, in the order listed:
SMILES	KOR beta-arrestin-1	West Nile antiviral	HIV fusion peptide	NS5 inhibitors	KOR beta-arrestin-2	GPR55 activation	GPR35 antagonists	GPR55 LPI antagonism	NOD1 inhibition	others
O=C(NC1(C(F)(F)F)NC(=O)N(Cc2ccco2)C1=O)c1cccnc1 (stereo unspecified)	-4.6%	0.3%	-1.1%	-5%	7%	-0.2%	-5%	15%	-31%
O=C(O)c1ccc(Oc2c(C(F)(F)F)oc3cc(O)ccc3c2=O)cc1	1.0%	0.1%	7.5%	-16%	-10%	-0.2%	-9%	-3%	-32%
CN(NC1OC(=O)c2ccccc21)c1ccc(C(F)(F)F)cc1[N+](=O)[O-] (stereo unspecified)	1.0%	0.8%	4.9%	nt	-1%	0.1%	11%	10%	-10%

Further compounds follow.
SMILES	KOR beta-arrestin-1	West Nile antiviral	HIV fusion peptide	NS5 inhibitors	KOR beta-arrestin-2	GPR55 activation	GPR35 antagonists	GPR55 LPI antagonism	NOD1 inhibition	others
O=C1CC(Cc2ccccc2)C(=O)N1Cc1ccco1 (stereo unspecified)	-1.2%	0.1%	6.1%	12%	-17%	-0.1%	19%	3%	14%
COc1ccc(S(=O)(=O)Nc2noc3ccccc23)cc1	-0.6%	0.1%	-1.1%	-6%	17%	-0.1%	13%	-2%	4%
Cc1cc(N2CCC(C(=O)NC3CCCCC3)CC2)nc(-c2ccccc2)n1	3.5%	-0.2%	-1.5%	-10%	-16%	-0.1%	6%	-2%	-19%
CCOC(=O)c1c(NC(=O)C2COc3ccccc3O2)sc(C(C)=O)c1C (stereo unspecified)	0.9%	0.3%	1.2%	-3%	2%	-0.1%	2%	3%	-8%
CCOCCCNCC(=O)NCC1CCCCC1	-1.1%	-0.6%	2.0%	-1%	-7%	-0.1%	9%	1%	-17%
O=C(/C=C/c1cn(-c2ccccc2)nc1-c1cccnc1)c1ccco1	-5.4%	1.1%	-0.7%	-10%	-9%	-0.1%	-6%	11%	-6%
CCOc1cc(NC(=S)Nc2cccc(OC)c2)c(OCC)cc1NC(=O)C(C)C	0.7%	0.4%	-2.7%	-7%	-6%	0.8%	4%	-4%	14%
Nc1nc(COc2ccc(F)cc2Cl)nc(N2CCCCC2)n1	-3.1%	-0.6%	-1.7%	2%	18%	0.4%	15%	-7%	-28%
COc1ccc(-n2c(Cc3cccn3C)nnc2SCC(=O)Nc2ccc(C(C)=O)cc2)cc1	-1.8%	-0.4%	-0.3%	-4%	-21%	0.2%	-8%	1%	6%
COc1ccc(-c2cc3ccccc3oc2=O)cc1NC(=O)c1cccnc1	0.1%	0.2%	-4.0%	-6%	6%	-0.2%	10%	9%	nt
Cc1nn(-c2ccccc2)nc1C(=O)Nc1ccc2c(c1)OCCO2	-1.7%	-0.5%	-0.1%	-2%	24%	-0.1%	-3%	3%	-9%
C=C(C)C(=O)Nc1cccnc1Oc1ccc(F)cc1F	4.1%	0.0%	-1.9%	12%	13%	0.3%	0%	10%	-8%
Cc1ccc(N=C2C(=S)N(c3ccc(C)cc3)C(=N)N2/N=C/c2ccc(Cl)cc2)cc1	4.2%	-1.0%	-0.6%	15%	-10%	0.1%	0%	9%	9%
N/C(=N\OC(=O)COc1ccc([N+](=O)[O-])cc1)c1ccc(Br)cc1	4.5%	0.2%	0.9%	nt	-33%	-0.6%	-7%	-7%	2%
CC(OC(=O)Cc1coc2cc3c(cc12)CCC3)C(=O)NCc1ccc2c(c1)OCO2 (stereo unspecified)	-0.5%	-0.1%	-2.4%	-1%	-18%	-0.2%	-15%	2%	-36%
COc1ccccc1NC(=O)COC(=O)Cc1ccc(S(=O)(=O)N2CCCCC2)s1	-4.2%	1.1%	5.1%	1%	-6%	-0.3%	8%	-6%	-28%
COc1ccc(N2CCN(CCCNS(=O)(=O)c3ccc4c(c3)oc(=O)n4C)CC2)cc1	0.6%	-0.3%	2.3%	-1%	0%	-0.1%	3%	4%	-4%

A portion of the library; count on the stated rates, not on these rows.
